# Nrf2 block: Nrf2 qHTS screen for inhibitors. A549 ARE-Fluc reporter, luciferase luminescence, 18-24 h. Potency, µM (titrated, usually from 46 µM), inactives show top-dose activity change, negative = inhibition, hits mostly inhibitors. 2.1% of 360,000 active. AID 504444, 2011; further: potency means the concentration at half of the fitted maximal effect; on the % scale 0 is the no-effect control and ±100 the full control effect; nearly all actives have a fitted effect of over 60% in size
#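 Cells were seeded and rested 2 h, then exposed to compounds for 18-24 h. CellTiter-Fluor was read first as a viability measure. BugLite was added 15 min before the final luminescent read of ARE-luciferase activity in A549 cells.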
# CCT chaperon mod: High-Throughput Screening for Modulators of Cytosolic Chaperonin Activity. 0.3% of 360,000 active. purified chaperonin ATPase assay, HTRF ADP detection, 30 min. activity change, % (concentration not given with the values), hits read low; in the data active means activity change below about -30%; further: on the % scale 0 is the no-effect control and ±100 the full control effect
#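 We incubate TRiC, 40 or 20 nM final, with library compounds at 76 uM and 10 uM ATP for 30 min at 37 °C. ADP formed is detected with Transcreener HTRF reagents after 30 min at room temperature.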
# pAkt inh: HTS Assay for Inhibitors of Akt Phophorylation: Primary Screen. Neuro2A IGF-stimulated pAkt S473 HTRF, 20 min; active compounds read low. 0.32% of 360,000 active. activity change, % for hits at 50 µM; in the data active means activity change below about -80%; inconclusive means mostly about -51% to -80%; further: on the % scale 0 is the no-effect control and ±100 the full control effect
#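 Single-point screen (50 µM final compound) in Neuro2A cells stimulated 20 min with 6 nM IGF at 37 deg C. After lysis, Ser473-phosphorylated Akt read by HTRF (ex 330 nm, em 615/665 nm) as the 665/615 ratio.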
# Mm-Cpn inhibitor: Inhibitors of TCP-1 ring complex (TRiC) of Methanococcus maripaludis (MmCpn): qHTS; 0.031% of 330,000 active; purified Mm-Cpn ATPase, ADP Transcreener TR-FRET; Chaperonin Mm-Cpn (Methanococcus maripaludis); AID 504842, 2011; Potency, µM (titrated, usually from 76.9 µM), inactives show top-dose activity, negative = inhibition, hits mostly inhibitors; further: potency means the concentration at half of the fitted maximal effect; on the % scale 0 is the no-effect control and ±100 the full control effect; nearly all actives have a fitted effect of over 80% in size
#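 Compound-treated chaperonin, 25 nM final, turns over 10 uM ATP at 37°C for 30 min following a 10 min preincubation; ADP generated competes with ADP-d2 for Eu-cryptate antibody, lowering FRET.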
# TGFb SMAD3 inh: qHTS for Inhibitors of TGF-b; HepG2 CAGA-GFP TGF-b/SMAD3 reporter, GFP fluorescence, 18 h; TGF-beta stimulated, 500 pg/mL final; Potency, µM (doses to about 46.1 µM), for the others: at the top dose activity, negative = inhibition, hits mostly inhibitors; 1.2% of 410,000 active; further: potency means the concentration at half of the fitted maximal effect; on the % scale 0 is the no-effect control and ±100 the full control effect; nearly all actives have a fitted effect of over 65% in size
#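 Inhibition of TGF-beta-driven CAGA-GFP reporter expression in HEPG2 cells is measured by cellular GFP fluorescence after 18 h stimulation with 500 pg/mL recombinant TGF-beta in 1% FBS medium at 37 degrees C.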
# A549 tox: Nrf2 qHTS screen for inhibitors: counterscreen for cytotoxicity; A549 ARE-Fluc cells, CellTiter-Fluor viability, 18-24 h; Potency, µM (highest dose often 46 µM), for inactives: at the top dose activity change, negative = cytotoxicity, actives largely listed as inhibitors; 0.16% of 390,000 active; AID 504648, 2011; further: potency means the concentration at half of the fitted maximal effect; on the % scale 0 is the no-effect control and ±100 the full control effect
#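 Cytotoxicity counterscreen: CellTiter-Fluor fluorescence was measured in A549 ARE_Fluc cells after 18-24 h of compound exposure in a concentration series. The subsequent BugLite luminescent read reports ARE-luciferase activity.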
# S2 tox: Viability Counterscreen for Primary qHTS for Inhibitors of ATXN expression; 0.49% of 400,000 active; S2 cells (HEK-293 line with an ATXN2-luciferase reporter) viability, CellTiter-Fluor protease fluorescence, 24 h; Potency, µM (doses to about 56.7 µM), usual class: cytotoxic; AID 651635, 2014; further: potency means the concentration at half of the fitted maximal effect; nearly all actives have a fitted effect of over 40% in size
# Nrf2 activator: qHTS of Nrf2 Activators. AREc32 ARE-luciferase reporter (MCF7-derived line), luminescence, 24 h. Potency, µM (doses to about 46.1 µM), for inactives: at the top dose activation, usual class: activators. 0.31% of 410,000 active; further: potency means the concentration at half of the fitted maximal effect; % of control where 0% means no effect; nearly all actives have a fitted effect of over 65% in size
#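 Steps: seed AREc32_Fluc cells (1000/well, 5% FBS OPTI-MEM); incubate overnight at 37 deg C; add 23 nL compound; incubate 24 hr; add Steady-Glo; hold 30 min RT; read luminescence.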
# HepG2 viability: qHTS for Inhibitors of TGF-b: Cytotox Counterscreen. HepG2 CAGA-GFP viability, ATP luminescence, 18 h. Potency, µM (doses to about 46.1 µM), inactives show at the top dose activity change, negative = cytotoxicity, hits mostly cytotoxic. 0.76% of 410,000 active. AID 588856, 2011; further: potency means the concentration at half of the fitted maximal effect; some results filed as inactive show a strong effect at the top dose
#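 HepG2 CAGA-GFP cells (1000/well, DMEM with 1% FBS) received compound, then TGF-beta at 500 pg/mL final, and were incubated 18 hours at 37 degrees C. Viability was read by CellTiter-Glo luminescence. Media-only wells were set as complete cell-killing and DMSO as no toxicity.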
# * = called active by the depositor; i = inactive; ? = inconclusive; nt = not tested or not shown; [ ] = dose if it differs, or a comment. Unless noted, the call rests on the fitted dose curve; in most records, active means well fitted curve in the direction sought with a large enough effect; inconclusive means small, poorly fitted or top-dose-only effect, or another doubt; inactive means no such curve, though single readings can be large; an effect the other way counts as inactive or inconclusive.
SMILES,Nrf2 block,CCT chaperon mod,pAkt inh,Mm-Cpn inhibitor,TGFb SMAD3 inh,A549 tox,S2 tox,Nrf2 activator,HepG2 viability
Cc1ccc(NC(=S)/N=C(\N)Nc2nc(C)c3cc(C)ccc3n2)c(C)c1,?,0.3,i,-30%,10µM*,-1%,i,7.5%,-31%
COc1ccc(C(=O)Nc2ccc(Cl)cc2C(=O)NCCO)cc1,-19%,0.6,i,nt,-2%,-1%,i,-0.7%,-24%
O=C(Nc1nnc(-c2ccc(Cl)cc2)o1)c1ccccc1Br,2%,-2.0,i,0%,-29%,-6%,i,-0.1%,-25%
Cc1cccnc1NC(=O)CNC(=O)C1CCCCC1,14%,-2.7,i,-3%,2%,1%,i,-0.4%,-4%
Cn1c(=O)c2c(ncn2CC(COCc2ccccc2)OCc2ccccc2)n(C)c1=O (stereo unspecified),-3%,0.7,i,0%,5%,11%,i,-0.7%,60%
CCCOc1ccc(N2C(=O)CC(N3CCN(S(=O)(=O)c4ccccc4)CC3)C2=O)cc1 (stereo unspecified),2%,0.8,nt,0%,-13%,2%,nt,-0.6%,5%
O=C(OCCNC(=O)c1cc2ccccc2oc1=O)c1cccnc1,13%,-2.8,i,-1%,-13%,-15%,i,8.6%,-3%
CCN1C(=O)[C@H]2[C@@H](c3ccc(C(F)(F)F)cc3)N[C@]3(CCCN(Cc4cccn4C)C3=O)[C@H]2C1=O,nt,2.3,i,nt,?,nt,?,0.4%,-17%
COCCn1c(C)cc(C(=O)CSc2nc3ccccc3s2)c1C,?,-1.6,i,-6%,0%,-17%,i,-0.6%,-30%
CCOC(=O)c1cc(-c2cc(OC)c(OC)c(OC)c2)nc2c1c(=O)[nH]c(=O)n2Cc1ccccc1,-23%,0.5,i,-1%,0%,10%,i,7.7%,-19%
O=C(Cc1cccs1)NCc1cccnc1,10%,0.1,-93%*,3%,2%,0%,i,-0.3%,1%
COc1ccccc1CNc1nc(NC(C)C)nc2cc(-c3ccccc3)sc12,nt,-2.0,i,nt,?,nt,14µM*,-0.9%,13µM*
CCc1c(Cl)nc(N)nc1Nc1ccccc1C,-18%,-2.5,i,nt,?,14%,i,-1.0%,0%
Fc1ccc2[nH]c3c(N4CCSCC4)ncnc3c2c1,18µM*,-3.2,i,-3%,?,-21%,?,-0.7%,-7%
NNC(=O)COc1ncn(-c2ccccc2)n1,-2%,-2.3,i,nt,7%,-2%,i,-0.7%,-3%
CCCCN(C)C(=O)c1sc(=O)n(Cc2ccc(Cl)c(Cl)c2)c1C,nt,-0.4,i,nt,?,nt,i,4.1%,-3%
O=C(NC1CC2CCC(C1)N2Cc1nnnn1Cc1ccco1)NC12CC3CC(CC(C3)C1)C2 (stereo unspecified),4.1µM*,1.9,i,-6%,?,-28%,i,1.8%,-27%
COc1ccc(NC(=O)COC(=O)[C@@H]2CCCN2C(=O)c2cccs2)c(OC)c1,6%,1.1,i,-3%,-9%,3%,i,-0.7%,1%
CN(C)CCNc1nc2sc3c(c2c(=O)n1-c1ccccc1)CCCCC3,12%,-4.0,i,1%,-18%,1%,i,7.1%,14µM*
O=C(Nc1ccccc1)Nc1ccc(Nc2ccccc2)cc1,21%,0.7,i,nt,-16%,-14%,i,3.5%,-23%

# The final four compounds of the part before are carried over, then new ones follow.
SMILES,Nrf2 block,CCT chaperon mod,pAkt inh,Mm-Cpn inhibitor,TGFb SMAD3 inh,A549 tox,S2 tox,Nrf2 activator,HepG2 viability
O=C(NC1CC2CCC(C1)N2Cc1nnnn1Cc1ccco1)NC12CC3CC(CC(C3)C1)C2 (stereo unspecified),4.1µM*,1.9,i,-6%,?,-28%,i,1.8%,-27%
COc1ccc(NC(=O)COC(=O)[C@@H]2CCCN2C(=O)c2cccs2)c(OC)c1,6%,1.1,i,-3%,-9%,3%,i,-0.7%,1%
CN(C)CCNc1nc2sc3c(c2c(=O)n1-c1ccccc1)CCCCC3,12%,-4.0,i,1%,-18%,1%,i,7.1%,14µM*
O=C(Nc1ccccc1)Nc1ccc(Nc2ccccc2)cc1,21%,0.7,i,nt,-16%,-14%,i,3.5%,-23%
NC(=S)N/N=C1\CC(c2ccc3c(c2)OCCCO3)Oc2ccc(F)cc21 (stereo unspecified),-15%,-0.5,i,-4%,?,-3%,i,4.9%,12%
Nc1[nH]c(=O)[nH]c(=O)c1N=Nc1ccc(C(=O)O)cc1,6%,-0.4,i,0%,0%,?,?,0.0%,-2%
O=C(CCCNC(=O)c1ccc(Cl)cc1)Nc1ccc(Br)cc1,13%,-2.5,i,2%,-26%,3%,i,3.5%,-40%
CC(C)C[C@H](NC(=O)C1CC(=O)N(c2ccc3c(c2)OCO3)C1)C(=O)NC1CCCC1 (stereo partly specified),-16%,-2.1,i,-1%,4%,0%,i,-0.1%,6%
N#Cc1ccc(-c2cccc3nccn23)cc1,nt,1.2,i,nt,-3%,nt,i,0.2%,5%
Cc1c(Br)c([N+](=O)[O-])nn1C(C)C(=O)Nc1c(C)n(C)n(-c2ccccc2)c1=O (stereo unspecified),-10%,-4.5,i,-7%,-7%,-4%,i,-0.1%,-6%
COC(=O)c1ccc(CSc2ccc3nnc(-c4ccccn4)n3n2)o1,9%,-0.9,i,0%,1%,-3%,i,0.8%,-9%
O=C(CCN1CCCCC1)c1ccc2c(c1)OCCO2,6%,4.4,i,0%,?,4%,i,18µM*,-94%
O=C(Cn1cncn1)N1CCN(c2ccc(F)cc2)CC1,2%,-1.7,i,0%,4%,-2%,i,-0.2%,2%
Cc1ccc(N(CCC#N)C(=O)COC(=O)c2ccccc2SCC(=O)N2CCCC2)cc1,14%,0.3,i,1%,5%,0%,i,0.8%,0%
O=S(=O)(Nc1nc2n(n1)C(c1ccc(F)cc1)C=C(c1ccc(Cl)cc1)N2)c1ccccc1 (stereo unspecified),16%,nt,nt,nt,50%[activator],?,nt,-0.6%,2%
Cc1ccc(Nc2nc(-c3cccnc3)cs2)cc1Cl,?,0.7,i,1%,-1%,-7%,i,6.1%[9.22 µM],-32%
NC(=O)N1OCC2COc3ccc4ccccc4c3C21 (stereo unspecified),-3%,-1.5,i,?,7%,7%,i,-0.5%,-34%
COCCNC(=O)CS(=O)Cc1nc(-c2ccccc2C)oc1C (stereo unspecified),-19%,-0.3,i,0%,3%,0%,i,-0.7%,-1%
COc1ccc(NS(=O)(=O)c2ccc(C)c(C(=O)N3CC(C)OC(C)C3)c2)cc1 (stereo unspecified),-22%,0.4,i,1%,-12%,0%,i,0.0%,-13%
CC[C@]12c3[nH]c4ccc(OC)cc4c3CCN1C(=O)C(CC(=O)NCCCN(C)C)C[C@@H]2C(=O)N1CCN(C(=O)c2ccco2)CC1 (stereo partly specified),16%,1.2,i,-15%,-1%,-2%,i,0.2%,12%
COC(=O)C(Cc1ccccc1)NC(=O)CCNC(=O)c1ccc(Br)cc1 (stereo unspecified),4%,0.6,i,-2%,?,-23%,i,-0.2%,-26%
CC1CN(c2nc(-c3ccccc3)nnc2-c2ccccc2)CC(C)O1 (stereo unspecified),5%,2.6,i,-1%,0%,-5%,i,0.7%,-2%
CCOC(=O)C1CCCN(C(=O)c2nn(-c3ccc(C)cc3)c(=O)n(C)c2=O)C1 (stereo unspecified),nt,nt,nt,nt,6%,-1%,i,0.1%,8%
COc1ccc(N2C(=O)C3CCCN3C2c2ccc(C)o2)cc1 (stereo unspecified),16%,-1.9,i,3%,4%,3%,i,-0.3%,5%
CCOc1ccc(C(=O)Nc2ccccc2C(=O)O)cc1,?,-2.0,i,2%,-4%,-9%,i,-0.9%,-21%
C[C@H](CO)N1C[C@H](C)[C@@H](CN(C)S(=O)(=O)c2ccc(F)cc2)Oc2c(NC(=O)NC3CCCCC3)cccc2C1=O,-18%,-0.1,i,1%,-11%,-19%,?,0.5%,-9%
COc1ccc(C(CNC(=O)COc2ccc(F)cc2Cl)N2CCOCC2)cc1 (stereo unspecified),?,-0.4,i,-2%,20%,6%,i,2.7%,1%
COc1ccc(CNC(=O)OCCN2CCN(Cc3ccccc3)CCC2=O)cc1,-14%,1.1,i,0%,-14%,0%,i,-1.0%,-17%
O=C(CSc1nnc(-c2ccc(O)cc2)n1Cc1ccccc1)NNC(=O)c1ccc(Br)cc1,0%,0.8,i,-1%,2%,1%,i,1.8%,6%
O=c1c2ccccc2nc(-c2ccccc2)n1/N=C/c1ccc([N+](=O)[O-])cc1,-6%,0.3,i,-21%,0%,-3%,i,0.7%,-8%
CCn1c(NC(=O)c2ccccc2)c(-c2cccs2)c(=O)c2ccccc21,4%,-1.7,i,-4%,9%,2%[1.84 µM],i,0.6%,-9%
N#Cc1c(SCC(=O)Nc2ccc(Cl)cc2Cl)sc2c(O)cc(=O)[nH]c12,2%,-0.6,i,-14%,-3%,1%,?,0.6%,-3%
Cc1c(NC(=O)Nc2ccc(Br)cc2F)sc2nc3n(c(=O)c12)CCC(C)CC3 (stereo unspecified),0%,nt,nt,nt,-21%,1%,i,-0.8%,-21%
CCC(C(=O)NCCc1ccc(SC)cc1)n1nc(C)c2sc3ccccc3c2c1=O (stereo unspecified),8%,nt,nt,nt,-30%,-3%,nt,-1.2%,-1%
Cc1cccc(Oc2nc(-c3ccccn3)nc3ccccc23)c1,4%,2.0,i,-8%,?,-4%,?,27%,11µM*
CC(OC(=O)/C=C/c1ccco1)C(=O)NC1CCCCC1 (stereo unspecified),nt,-2.9,i,nt,-3%,nt,i,2.5%,-14%

# Bioassay records as filed in PubChem.
